Screening results deposited in PubChem by Sanford-Burnham Center for Chemical Genomics.
SENP7 inh – SENP7 protease inhibitors, primary screen, biochemical, luminescence, uHTS; recombinant SENP7, Z-RLRGG-aminoluciferin luminescence, 40 min; inhibition, % at 5 µM; hit rate 1.5% among 330,000;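 active = inhibition above about 50% at the single test dose, limit read from the data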;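 note: plate controls were DMSO with enzyme for no effect and no enzyme buffer wells for full effect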
SENP8 block – human SENP8 protease inhibitors, primary screen, biochemical, fluorescence, Nedd8 protein substrate, uHTS | Sentrin-specific protease 8 (Homo sapiens), Q96LD8 | recombinant SENP8 | inhibition, % at 20 µM | hit rate 0.64% among 360,000 | AID 602440, 2012; in the data active = inhibition mostly above about 40%, no sharp cut-off; inactive = mostly below about 27%
HKDC1 inhibitor – HKDC1 hexokinase inhibitors, primary screen, biochemical, fluorescence, uHTS. Q2TB90. recombinant HKDC1, G6PDH/diaphorase resazurin coupled fluorescence. inhibition, % at 20 µM. hit rate 0.16% among 340,000. AID 493160, 2011;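 active = inhibition above about 35% when tested at 20 µM, limit read from the data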;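 note: plate controls were DMSO wells with enzyme for no effect and DMSO wells lacking enzyme for full effect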
Target sequence (Q2TB90 whole entry, looked up): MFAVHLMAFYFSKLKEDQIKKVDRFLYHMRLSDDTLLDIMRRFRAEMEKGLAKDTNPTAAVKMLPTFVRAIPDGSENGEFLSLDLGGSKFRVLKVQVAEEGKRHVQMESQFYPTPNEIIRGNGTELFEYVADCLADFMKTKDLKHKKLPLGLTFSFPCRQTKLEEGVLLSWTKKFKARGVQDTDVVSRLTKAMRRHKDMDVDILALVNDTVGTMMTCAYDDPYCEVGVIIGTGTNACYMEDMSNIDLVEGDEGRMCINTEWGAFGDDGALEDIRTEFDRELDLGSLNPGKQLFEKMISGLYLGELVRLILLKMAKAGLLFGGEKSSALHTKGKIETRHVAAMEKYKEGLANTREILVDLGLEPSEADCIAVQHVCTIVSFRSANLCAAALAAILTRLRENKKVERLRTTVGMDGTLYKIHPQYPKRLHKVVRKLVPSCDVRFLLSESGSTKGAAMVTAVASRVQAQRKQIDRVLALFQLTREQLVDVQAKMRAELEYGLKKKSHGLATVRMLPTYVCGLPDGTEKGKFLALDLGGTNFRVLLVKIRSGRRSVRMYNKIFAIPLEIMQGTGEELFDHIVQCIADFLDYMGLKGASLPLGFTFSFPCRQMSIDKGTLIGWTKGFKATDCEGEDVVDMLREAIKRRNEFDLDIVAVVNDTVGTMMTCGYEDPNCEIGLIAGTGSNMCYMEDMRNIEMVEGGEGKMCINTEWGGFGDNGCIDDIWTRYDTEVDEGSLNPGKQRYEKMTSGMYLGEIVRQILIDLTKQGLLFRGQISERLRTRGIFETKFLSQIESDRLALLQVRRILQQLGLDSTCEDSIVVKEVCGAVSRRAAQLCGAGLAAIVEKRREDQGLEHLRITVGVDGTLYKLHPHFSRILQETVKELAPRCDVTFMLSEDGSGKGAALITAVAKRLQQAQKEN
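Assay system: in-house recombinant HK5 (HKDC1) enzyme. Input: HKDC1 at 5 µg/mL. Medium: Tris pH 8.0 buffer with MgCl2, Tween-20, BSA, BME. Dosing: single 20 µM dose. Schedule: 90 min reaction incubation at room temperature, dark. Signal: resazurin-to-resorufin fluorescence via G6PDH and diaphorase coupling, 525/613 nm. Controls: DMSO-enzyme wells negative, buffer-substituted wells positive.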
GRIN3A LBD mod – binders of NR3A ligand-binding domain, primary screen, biophysical, differential scanning fluorimetry, uHTS; Glutamate receptor ionotropic, NMDA 3A (GRIN3A) ligand-binding domain; NR3A LBD differential scanning fluorimetry, Tm shift; 0% = protein alone, 100% = glycine-bound protein; Tm shift relative to glycine control, % at 25 µM; hit rate 2.5% among 340,000;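 active = melting temperature shift of at least 10% of the positive control shift, at one fixed dose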
PfG6PD inh – PfG6PD enzyme inhibitors, primary screen, biochemical, fluorescence intensity, uHTS. glucose-6-phosphate dehydrogenase-6-phosphogluconolactonase (Plasmodium falciparum 3D7). PfGluPho enzyme, NADPH resazurin-diaphorase fluorescence. inhibition, % at 20 µM. hit rate 0.78% among 350,000;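 active = inhibition reaching at least a set limit at 20 µM in the primary screen, cut at about 59% in these data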;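 note: 0% = DMSO wells with substrate and 100% = DMSO wells lacking glucose-6-phosphate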
SENP6 inh – SENP6 protease inhibitors, primary screen, biochemical, luminescence, uHTS; Sentrin-specific protease 6 (Homo sapiens), Q9GZR1; Recombinant SENP6 catalytic domain, aminoluciferin luminescence; inhibition, % at 10 µM; hit rate 1.8% among 330,000;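 active = inhibition above about 50% at the single tested dose, limit read from the data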;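 note: plate controls were DMSO wells with enzyme for no effect and DMSO wells lacking enzyme for full effect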
MPTP block – mitochondrial permeability transition pore inhibitors, primary screen, biochemical, isolated mouse mitochondria, absorbance. Ca2+ swelling absorbance, 30 min. inhibition, % at 10 µM. hit rate 1.4% among 360,000. AID 602449, 2012;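 active = inhibition of 50% or more, scaled per plate between neutral and stimulator controls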;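 note: 0% = DMSO wells given calcium and 100% = 1 mM EGTA wells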
ATG4B inh – ATG4B protease inhibitors, primary screen, biochemical, fluorescence, uHTS | Cysteine protease ATG4B (Homo sapiens), Q9Y4P1 | ATG4B cleavage of LC3-PLA2, NBD-HPC fluorescence, 1 h | hit rate 0.51% among 340,000 | inhibition, % at 8.33 µM; in the data active = inhibition above about 40%
Active calls of the source: *.

`CCN(CC)CCNC(=O)c1ccc(NC(=O)/C=C/c2cc(OC)c(OC)c(OC)c2)cc1` gave SENP7 inh -2, SENP8 block -310, HKDC1 inhibitor -4, GRIN3A LBD mod 0, PfG6PD inh 2, SENP6 inh -1, MPTP block -1.0 and ATG4B inh 0.
Screening CCOC(=O)Cn1ncc2c(=O)oc3ccccc3c21 returned SENP7 inh 7, SENP8 block 11, HKDC1 inhibitor -2, GRIN3A LBD mod -1, PfG6PD inh -14, SENP6 inh 16, MPTP block 0.1 and ATG4B inh -9.
CCN(CC(=O)Nc1ccc(NC(C)=O)cc1)C(=O)CCCSc1nc2ccccc2[nH]1 was read as SENP7 inh -2, SENP8 block 38, HKDC1 inhibitor 2, GRIN3A LBD mod -1, PfG6PD inh 2, SENP6 inh -17, MPTP block 0.6 and ATG4B inh -6.
`FC(F)(F)c1cccc(CN2CCC(c3cc(-c4cccs4)n[nH]3)CC2)c1` gave SENP7 inh 1, SENP8 block -205, HKDC1 inhibitor 20, GRIN3A LBD mod -4, PfG6PD inh 9, SENP6 inh -11, MPTP block 4.2 and ATG4B inh -4.
Screening CNC(=O)c1csc(-c2ccncc2)n1 returned SENP7 inh -8, SENP8 block 4, HKDC1 inhibitor -1, GRIN3A LBD mod 1, PfG6PD inh 6, SENP6 inh -3, MPTP block 1.1 and ATG4B inh -4.
Screening CCCN1C2CCCC1CC(NC(=O)NC1CCCCC1)C2 (stereo unspecified) returned SENP7 inh 0, SENP8 block 11, HKDC1 inhibitor -3, GRIN3A LBD mod -1, PfG6PD inh -5, SENP6 inh -7, MPTP block -2.0 and ATG4B inh -2.
For COc1cc(/C=C/C(=O)O)cc(S(=O)(=O)Nc2ccccc2SC)c1OC the results were SENP7 inh -6, SENP8 block 12, HKDC1 inhibitor 0, GRIN3A LBD mod 8, PfG6PD inh -8, SENP6 inh -15, MPTP block -1.6 and ATG4B inh -4.
For CCCCN(CC)C(=O)C1CCCN(S(=O)(=O)c2cccc3nsnc23)C1 (stereo unspecified) the results were SENP7 inh 11, SENP8 block 20, HKDC1 inhibitor -1, GRIN3A LBD mod -4, PfG6PD inh -12, SENP6 inh 9, MPTP block -0.3 and ATG4B inh 8.
For Cc1cc(OCc2n[nH]c(=S)n2-c2ccccc2)ccc1Cl the results were SENP7 inh -22, SENP8 block 7, HKDC1 inhibitor 5, GRIN3A LBD mod 4, PfG6PD inh -2, SENP6 inh -3, MPTP block -0.9 and ATG4B inh -5.
Cc1[nH]nc2c1C(c1ccccc1F)NC2=O (stereo unspecified) was read as SENP7 inh 6, SENP8 block 9, HKDC1 inhibitor -6, GRIN3A LBD mod 0, PfG6PD inh 2, SENP6 inh -10, MPTP block 0.1 and ATG4B inh -10.
Screening CCN(CC(=O)Nc1ccc(S(=O)(=O)N2CCCC2)cc1)Cc1ccccc1 returned SENP7 inh -2, SENP8 block -5, HKDC1 inhibitor -5, GRIN3A LBD mod -1, PfG6PD inh 13, SENP6 inh -7, MPTP block -3.1 and ATG4B inh 2.
`Cc1cccc(N2CCN(C(=O)NC3CCCCC3)CC2C)c1` (stereo unspecified) gave SENP7 inh -3, SENP8 block 13, HKDC1 inhibitor -6, GRIN3A LBD mod 1, PfG6PD inh 1, SENP6 inh 5, MPTP block 0.7 and ATG4B inh 0.
O=C(OCC(=O)N1CCN(C(=O)c2ccco2)CC1)c1cccc(F)c1 was read as SENP7 inh -7, SENP8 block 4, HKDC1 inhibitor -5, GRIN3A LBD mod -2, PfG6PD inh 0, SENP6 inh -1, MPTP block 0.0 and ATG4B inh -2.
For CCOC(=O)C1=C(C)NC(C)=C(C(=O)OC)C1c1cccc([N+](=O)[O-])c1 (stereo unspecified) the results were SENP7 inh -3, SENP8 block 14, HKDC1 inhibitor 3, GRIN3A LBD mod -23, PfG6PD inh 13, SENP6 inh 1, MPTP block -0.4 and ATG4B inh -8.
For COc1ccc(NC(=O)C(CCS(C)(=O)=O)NC(C)=O)cc1 (stereo unspecified) the results were SENP7 inh 7, SENP8 block 13, HKDC1 inhibitor 3, GRIN3A LBD mod -2, PfG6PD inh -15, SENP6 inh -1, MPTP block 2.2 and ATG4B inh 4.
`CC(C)[C@H](NC(=O)N1c2ccccc2NC(=O)[C@@H]1C(C)C)C(=O)N[C@@H](C(=O)O)c1ccccc1` gave SENP7 inh -4, SENP8 block -175, HKDC1 inhibitor -7, GRIN3A LBD mod 0, PfG6PD inh -1, SENP6 inh 0, MPTP block -1.9 and ATG4B inh -26.
Screening CCOC(=O)N1CCC(N2Cc3cccc(C(=O)Nc4ccccc4OC)c3C2=O)CC1 returned SENP7 inh 7, SENP8 block 10, HKDC1 inhibitor -1, GRIN3A LBD mod 0, PfG6PD inh 10, SENP6 inh 0, MPTP block -1.9 and ATG4B inh -4.
Screening CCOC(=O)/C(=N\Nc1ccccc1[N+](=O)[O-])c1csc(N)n1 returned SENP7 inh -3, SENP8 block 22, HKDC1 inhibitor -1, GRIN3A LBD mod -2, PfG6PD inh -3, SENP6 inh -5, MPTP block 2.1 and ATG4B inh 11.
CCOc1ccc(N(CC(=O)Nc2nccs2)S(=O)(=O)c2c(C)noc2C)cc1 was read as SENP7 inh -11, SENP8 block 10, HKDC1 inhibitor 8, GRIN3A LBD mod -6, PfG6PD inh 33, SENP6 inh -12, MPTP block -1.8 and ATG4B inh -10.
`Cn1c(=O)c2c(nc(CN3CCC(C(N)=O)CC3)n2Cc2c(F)cccc2Cl)n(C)c1=O` gave SENP7 inh -6, SENP8 block -6, HKDC1 inhibitor 1, GRIN3A LBD mod 1, PfG6PD inh -2, SENP6 inh -3, MPTP block -0.8 and ATG4B inh -7.
Screening CC(=O)Nc1ccc(S(=O)(=O)n2cnc3cc(C)c(C)cc32)cc1 returned SENP7 inh 2, SENP8 block 15, HKDC1 inhibitor -8, GRIN3A LBD mod 0, PfG6PD inh 2, SENP6 inh -10, MPTP block -1.1 and ATG4B inh -10.
For CCOC(=O)c1ccc(NC(=O)CSc2nnc(Cc3cccs3)n2C)cc1 the results were SENP7 inh -6, SENP8 block 0, HKDC1 inhibitor -9, GRIN3A LBD mod 1, PfG6PD inh 0, SENP6 inh -12, MPTP block 2.4 and ATG4B inh -5.
`CCCOP(=O)(c1ccc(N(C)C)cc1)C(O)c1cccnc1` (stereo unspecified) gave SENP7 inh 12, SENP8 block 23, HKDC1 inhibitor 9, GRIN3A LBD mod 0, PfG6PD inh -8, SENP6 inh -2, MPTP block -0.5 and ATG4B inh -7.
COc1ccc(NC2=CC(c3ccc(OC)cc3)N(c3ccc(OC)cc3)C2=O)cc1 (stereo unspecified) was read as SENP7 inh 5, SENP8 block -106, HKDC1 inhibitor -2, GRIN3A LBD mod 0, PfG6PD inh 8, SENP6 inh 10, MPTP block 2.6 and ATG4B inh -10.
Screening COc1ccc(S(=O)(=O)N2CCCC2)cc1C(C)C returned SENP7 inh -2, SENP8 block 6, HKDC1 inhibitor -4, GRIN3A LBD mod 0, PfG6PD inh 5, SENP6 inh -6, MPTP block 0.3 and ATG4B inh -9.
`CCc1nnc(N/N=C\c2ccc(OC(C)=O)c(OC)c2)n1N` gave SENP7 inh -4, SENP8 block 26, HKDC1 inhibitor -3, GRIN3A LBD mod 0, PfG6PD inh 33, SENP6 inh 15, MPTP block -0.5 and ATG4B inh 3.
For COCCCNC(=O)c1c(-c2ccccc2)noc1C the results were SENP7 inh -6, SENP8 block 8, HKDC1 inhibitor -2, GRIN3A LBD mod 1, PfG6PD inh -5, SENP6 inh -25, MPTP block -4.1 and ATG4B inh 1.
COC(=O)c1cc(OC)c(OC)cc1NC(=O)CSc1ccc(C)cc1 was read as SENP7 inh 2, SENP8 block -26, HKDC1 inhibitor 19, GRIN3A LBD mod 1, PfG6PD inh 19, SENP6 inh -1, MPTP block -0.3 and ATG4B inh -11.
Screening FC(F)Oc1ccccc1NC(=S)NCCc1ccccc1 returned SENP7 inh -1, SENP8 block 13, HKDC1 inhibitor 1, GRIN3A LBD mod 0, PfG6PD inh 9, SENP6 inh 1, MPTP block 16 and ATG4B inh 32.
Screening O=C(Cc1ccccc1)Nc1nnc(SCC(=O)NC2CCCC2)s1 returned SENP7 inh 11, SENP8 block 16, HKDC1 inhibitor -5, GRIN3A LBD mod 1, PfG6PD inh -8, SENP6 inh 1, MPTP block 0.1 and ATG4B inh 5.
For COc1ccc(-c2sc3cc4c(cc3c2C#CCO)OCO4)cc1 the results were SENP7 inh 7, SENP8 block inactive, HKDC1 inhibitor 11, GRIN3A LBD mod -16, PfG6PD inh 18, SENP6 inh 8, MPTP block 1.6 and ATG4B inh 8.
`O=C(CSc1nn(-c2ccccc2)c(=S)s1)Nn1cnnc1` gave SENP7 inh -24, SENP8 block 27, HKDC1 inhibitor -6, GRIN3A LBD mod 2, PfG6PD inh -29, SENP6 inh -10, MPTP block 0.7 and ATG4B inh -2.
Screening O=C(COC(=O)c1ccc(Cl)c(S(=O)(=O)N2CCCCC2)c1)NCC1CCCCC1 returned SENP7 inh -7, SENP8 block 10, HKDC1 inhibitor 4, GRIN3A LBD mod -1, PfG6PD inh 1, SENP6 inh -16, MPTP block 0.7 and ATG4B inh 5.
Screening CC(C)(C)OC(=O)CNC(=O)c1[nH]cnc1C(=O)NCCCCCN returned SENP7 inh -3, SENP8 block 14, HKDC1 inhibitor -1, GRIN3A LBD mod 0, PfG6PD inh -2, SENP6 inh 1, MPTP block -1.9 and ATG4B inh 0.
CCOc1ccc(CCNC(=O)Cc2ccc(NC(=O)C3=C(C)OCCS3)cc2)cc1 was read as SENP7 inh 0, SENP8 block 14, HKDC1 inhibitor -4, GRIN3A LBD mod 1, PfG6PD inh -9, SENP6 inh 7, MPTP block -0.4 and ATG4B inh 1.
COc1ccccc1OC(C)C(=O)O (stereo unspecified) was read as SENP7 inh -8, SENP8 block 6, HKDC1 inhibitor -7, GRIN3A LBD mod 13*, PfG6PD inh -3, SENP6 inh 0, MPTP block -1.3 and ATG4B inh -7.

Quoted at random: 5 records from the list
Screening O=C(COC(=O)c1ccc(Cl)c(S(=O)(=O)N2CCCCC2)c1)NCC1CCCCC1 returned SENP7 inh -7, SENP8 block 10, HKDC1 inhibitor 4, GRIN3A LBD mod -1, PfG6PD inh 1, SENP6 inh -16, MPTP block 0.7 and ATG4B inh 5.
For COCCCNC(=O)c1c(-c2ccccc2)noc1C the results were SENP7 inh -6, SENP8 block 8, HKDC1 inhibitor -2, GRIN3A LBD mod 1, PfG6PD inh -5, SENP6 inh -25, MPTP block -4.1 and ATG4B inh 1.
Screening FC(F)Oc1ccccc1NC(=S)NCCc1ccccc1 returned SENP7 inh -1, SENP8 block 13, HKDC1 inhibitor 1, GRIN3A LBD mod 0, PfG6PD inh 9, SENP6 inh 1, MPTP block 16 and ATG4B inh 32.
Screening CC(C)(C)OC(=O)CNC(=O)c1[nH]cnc1C(=O)NCCCCCN returned SENP7 inh -3, SENP8 block 14, HKDC1 inhibitor -1, GRIN3A LBD mod 0, PfG6PD inh -2, SENP6 inh 1, MPTP block -1.9 and ATG4B inh 0.
Screening COc1ccc(S(=O)(=O)N2CCCC2)cc1C(C)C returned SENP7 inh -2, SENP8 block 6, HKDC1 inhibitor -4, GRIN3A LBD mod 0, PfG6PD inh 5, SENP6 inh -6, MPTP block 0.3 and ATG4B inh -9.
